# CHT allo act = human CHT allosteric activation; actives 0.49% (n = 310,000); Q9GZV3; B-score at 10 µM; CHT-expressing cells, membrane potential dye, choline EC20; stronger effect = higher value; LV-AA mutant CHT in HEK293 cells;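 active means initial fluorescence not abnormally high and integrated response B-score, plate-corrected, over 3 SD above library mean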
# Target sequence (Q9GZV3 whole entry, looked up): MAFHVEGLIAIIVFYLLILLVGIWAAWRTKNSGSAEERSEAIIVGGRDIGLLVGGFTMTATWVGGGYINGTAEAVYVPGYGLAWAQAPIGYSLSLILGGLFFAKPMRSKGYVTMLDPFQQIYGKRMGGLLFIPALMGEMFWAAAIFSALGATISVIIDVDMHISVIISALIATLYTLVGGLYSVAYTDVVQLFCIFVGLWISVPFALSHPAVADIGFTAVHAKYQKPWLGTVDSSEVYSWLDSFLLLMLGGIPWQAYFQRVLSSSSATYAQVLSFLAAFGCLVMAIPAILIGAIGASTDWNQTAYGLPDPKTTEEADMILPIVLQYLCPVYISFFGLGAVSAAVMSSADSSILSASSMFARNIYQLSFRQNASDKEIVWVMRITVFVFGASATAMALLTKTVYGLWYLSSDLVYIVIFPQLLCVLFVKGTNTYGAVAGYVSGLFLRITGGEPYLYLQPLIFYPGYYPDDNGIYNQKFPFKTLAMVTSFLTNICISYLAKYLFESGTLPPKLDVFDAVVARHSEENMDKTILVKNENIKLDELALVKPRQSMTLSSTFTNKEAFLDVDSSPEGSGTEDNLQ
# OX1R antag-1 = human HCRTR1 antagonism | O43613 | inhibition, % at 5 µM | AID 434989 | actives 0.43% (n = 330,000) | CHO/OX1R cells, Fluo-8 calcium fluorescence, orexin A;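 active means inhibition above its plate's threshold, mean inhibition of all tested compounds on the plate plus 3 SD, cut at about 37% in these data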;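 further: 0% = orexin A challenge wells and 100% = SB-334867-A antagonist wells; not every result past the cut was called active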
# Target sequence (O43613 whole entry, looked up): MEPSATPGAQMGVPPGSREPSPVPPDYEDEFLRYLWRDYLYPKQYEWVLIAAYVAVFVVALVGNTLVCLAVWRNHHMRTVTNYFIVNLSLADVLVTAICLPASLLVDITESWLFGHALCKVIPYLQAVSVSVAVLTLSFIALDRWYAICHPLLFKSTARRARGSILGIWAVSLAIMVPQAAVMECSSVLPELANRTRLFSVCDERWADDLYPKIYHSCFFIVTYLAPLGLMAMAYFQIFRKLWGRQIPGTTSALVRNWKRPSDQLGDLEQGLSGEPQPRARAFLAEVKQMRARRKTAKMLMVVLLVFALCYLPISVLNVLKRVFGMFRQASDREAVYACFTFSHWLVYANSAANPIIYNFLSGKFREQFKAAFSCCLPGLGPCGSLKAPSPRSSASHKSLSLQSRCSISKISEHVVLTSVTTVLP
# OX1R antag-2 = blocks the human orexin 1 receptor; OX1R-expressing cells, FRET antagonist read-out; inhibition, % at 6.6 µM; AID 485270; actives 1.8% (n = 330,000); O43613; in the data active means inhibition mostly above about 38%, no sharp cut-off; inactive means mostly below about 40%;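 further: 0% = agonist challenge alone and 100% = reference antagonist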
# Active calls of the source: *; i = inactive; x = not tested or not shown.
SMILES,CHT allo act,OX1R antag-1,OX1R antag-2
O=C(OC(C(=O)Nc1cc(Cl)cc(Cl)c1)c1ccccc1)C1=COCCO1 (centres undefined),i,-12.6,17.4
O=C(O)c1ccc(N/N=C/c2ccncc2)cc1,i,-3.6,19.6
O=C(NCCN1CCOCC1)c1ccc2c(c1)N(Cc1ccc(F)cc1)C(=O)CS2,i,-20.3,11.4
CCOC(=O)N1CCN(C(=O)c2cn(CC)c3ccc(S(=O)(=O)N(C)C4CCCCC4)cc3c2=O)CC1,i,-12.9,8.2
COc1cc(Br)cc(/C=N/NC(=O)Cc2ccccc2)c1O,i,-24.8,3.9
CNc1ccccc1-n1ccc(-c2ccccc2)n1,i,-10.1,13.8
O=C(C1CCN(Cc2ccc(Cl)cc2)CC1)N1CCN(C(c2ccccc2)c2ccccc2)CC1,i,-7.8,20.0
Cc1cccc(C)c1OCc1nc2ccccc2c(=O)n1/N=C/c1c[nH]c2ccccc12,i,2.3,37.2
Nc1nc(SCC(=O)Nc2ccc([N+](=O)[O-])cc2)n[nH]1,i,-13.1,20.0
c1ccc2c(N3CCCCC3)nc(N3CCCCC3)nc2c1,i,-24.2,20.2

# Of the compounds above, these contain a carbonyl joined to an NH by a bond outside any ring.
SMILES,CHT allo act,OX1R antag-1,OX1R antag-2
O=C(OC(C(=O)Nc1cc(Cl)cc(Cl)c1)c1ccccc1)C1=COCCO1 (centres undefined),i,-12.6,17.4
O=C(NCCN1CCOCC1)c1ccc2c(c1)N(Cc1ccc(F)cc1)C(=O)CS2,i,-20.3,11.4
COc1cc(Br)cc(/C=N/NC(=O)Cc2ccccc2)c1O,i,-24.8,3.9
Nc1nc(SCC(=O)Nc2ccc([N+](=O)[O-])cc2)n[nH]1,i,-13.1,20.0

# Back to the main list, starting 5 compounds before the break.
SMILES,CHT allo act,OX1R antag-1,OX1R antag-2
CNc1ccccc1-n1ccc(-c2ccccc2)n1,i,-10.1,13.8
O=C(C1CCN(Cc2ccc(Cl)cc2)CC1)N1CCN(C(c2ccccc2)c2ccccc2)CC1,i,-7.8,20.0
Cc1cccc(C)c1OCc1nc2ccccc2c(=O)n1/N=C/c1c[nH]c2ccccc12,i,2.3,37.2
Nc1nc(SCC(=O)Nc2ccc([N+](=O)[O-])cc2)n[nH]1,i,-13.1,20.0
c1ccc2c(N3CCCCC3)nc(N3CCCCC3)nc2c1,i,-24.2,20.2
Cc1nn(Cc2ccccc2)c(Cl)c1C(=O)OCc1nnc(-c2ccc(Cl)cc2)o1,i,-17.6,12.4
Cc1cccc(NC(=O)/C(C#N)=C/c2ccc(F)cc2)n1,i,-17.1,17.1
CC(C)(C)NC(=O)C(c1ccc(-c2ccccc2)cc1)N(C[C@H]1CC[C@@H]([C@@H]2CC[C@H](CO)O2)O1)C(=O)c1ccc(-c2ccccc2)cc1 (some centres undefined),x,-7.0,-6.7
CCOC(=O)c1nn(-c2ccc(Cl)cc2)c(C)cc1=O,i,-3.1,-2.8
CCOc1cc(N2CCOCC2)c(OCC)cc1NC(=O)CN1C(=O)NC(C)(C2CC2)C1=O (centres undefined),i,-27.3,5.6
C[C@@H]1CN([C@@H](C)CO)C(=O)c2cccc(NS(=O)(=O)c3cccs3)c2O[C@H]1CN(C)Cc1ccc(C(F)(F)F)cc1,x,22.0,14.0
Cc1ccc(NC(=O)CSc2nnc3n2CCCCC3)cc1,i,-7.3,10.6
CC(=O)Nc1ccc(S(=O)(=O)Nc2nc3ccccc3nc2-n2ccc(=NC(=O)c3ccc(F)cc3)cc2)cc1,i,0.8,31.4
S=C(Nc1ccccc1Cl)N1CCOCC1,i,1.1,2.9
CCN1CCN(C(CC(C)C)c2nnnn2CS(=O)(=O)c2ccc(C)cc2)CC1 (centres undefined),i,-29.9,12.7
Cc1cccc(C(=O)OCC(=O)NCC(C)C)c1O,i,-3.8,7.8
CCOC(=O)[C@@H]1[C@H]2COc3ccc(Br)cc3[C@@H]2N2C(=O)N(c3ccccc3)C(=O)[C@]12C,i,-27.4,22.6
Cc1ccsc1/C=N/NC(=O)C1CC(=O)N(c2ccc(F)cc2)C1 (centres undefined),i,-19.8,3.9
NC(=O)C1(NC(=O)[C@@H]2CC3(CC(c4cccc(NC(=O)[C@@H]5CCC(=O)N5)c4)=NO3)CN2C(=O)c2ccccc2)CC1 (some centres undefined),i,-4.8,9.2
CCCC(C)C(=O)Nc1ncc(S(=O)(=O)c2ccc([N+](=O)[O-])cc2)s1 (centres undefined),i,28.4,11.9
CCN(CC)C(=O)Oc1nnc(SC(C)C)n1-c1ccc(Cl)cc1,i,-15.1,5.5
O=C(CNc1c(Br)cc(Br)cc1Br)NN=C1CCCCC1,i,-5.5,-0.2
CCO[C@@H]1OC(C(=O)N2CCN(Cc3ccccc3)CC2)=C[C@H](c2ccccc2)[C@H]1CCCO,i,-25.1,18.0
CC(=O)c1ccc(NC(=O)c2noc3c2CCC3)cc1,i,-20.3,11.8
O=C(NCC1CCCO1)c1ccc2c(=O)n(-c3ccc(F)cc3)c(=S)[nH]c2c1 (centres undefined),i,-4.2,22.8

# 6 compounds drawn at random from the list so far, as already listed:
SMILES,CHT allo act,OX1R antag-1,OX1R antag-2
CCN(CC)C(=O)Oc1nnc(SC(C)C)n1-c1ccc(Cl)cc1,i,-15.1,5.5
CCOC(=O)[C@@H]1[C@H]2COc3ccc(Br)cc3[C@@H]2N2C(=O)N(c3ccccc3)C(=O)[C@]12C,i,-27.4,22.6
CC(=O)c1ccc(NC(=O)c2noc3c2CCC3)cc1,i,-20.3,11.8
Cc1cccc(C(=O)OCC(=O)NCC(C)C)c1O,i,-3.8,7.8
CCO[C@@H]1OC(C(=O)N2CCN(Cc3ccccc3)CC2)=C[C@H](c2ccccc2)[C@H]1CCCO,i,-25.1,18.0
O=C(CNc1c(Br)cc(Br)cc1Br)NN=C1CCCCC1,i,-5.5,-0.2

# Next section
SMILES,CHT allo act,OX1R antag-1,OX1R antag-2
COc1ccc(C2C(C(=O)O)CC(=O)N2C2CCCCC2)cc1 (centres undefined),i,-8.5,7.2
CCOC(=O)Nc1cccc(NC(=O)c2ccccc2F)c1,i,-10.3,32.1
O=C(NNc1c(F)c(F)cc(F)c1F)c1ccc(Cl)nc1,i,-21.0,12.1
O=C(c1ccc(F)cc1F)N1CCN(S(=O)(=O)c2ccc3c(c2)OCCO3)CC1,x,-9.6,9.3
O=P(O)(O)CP(=O)(O)O,i,3.2,4.7
Fc1ccccc1-c1nc(-c2ccc(-c3nn[nH]n3)cc2)no1,x,2.9,-7.4
[O-][n+]1onc2c3ccnnc3ccc21,i,1.1,150.5*
COc1ccccc1OCCNC(=O)c1ccc2c(c1)CCC2,i,-8.4,32.6
COc1ccc(NC(=O)c2cnn(-c3ccccc3)c2C)cc1,i,-28.0,16.8
O=C(CC1OC(=O)c2ccccc21)Nc1cc(S(=O)(=O)N2CCOCC2)ccc1OCC(F)(F)F (centres undefined),i,-1.1,14.0
O=C(CN1CCOCC1)Nc1ccc(OCc2ccccc2)cc1,i,-11.7,12.1
CO/N=C\CC(=O)Nc1ccc(F)cc1,i,-11.9,3.7
CC1(OC(=O)C2CCCC2)C(=O)C=C2C=C(c3ccsc3)N(CCc3c[nH]c4ccccc34)C=C2C1=O (centres undefined),i,-20.0,46.7
N#Cc1ccc(C(=O)Nc2cc(-c3ccc(F)cc3)nn2-c2ccccc2)cc1,i,-18.5,24.4
COC(=O)c1ccc(CSc2nnc3c(Cl)cc(Cl)cn23)o1,i,3.5,7.9
CCOC(=O)N1CCN(C(=O)c2cc(-c3ccncc3)nc3ccccc23)CC1,i,-6.9,26.3
CCCc1cc(=O)oc2cc(C)cc(OCC(=O)Nc3ccc(CN4CCOCC4)cc3)c12,i,-13.4,5.4
Cc1c(S(=O)(=O)N2CCCC2)c(=O)n(C)c(=O)n1C,i,-4.3,8.6
Cc1ccc(S(=O)(=O)N2CCN(C(=O)CSc3nncs3)CC2)cc1,i,-11.3,15.0
Cc1cccc(C)c1NC(=O)N1CCC(C(=O)c2ccc(F)cc2)CC1,i,-11.3,7.3
COCc1c(C)cc(C)c(/C=N/O)c1C,i,-11.7,17.6
CCC(CC)c1nnc(NC(=O)CN2C(=O)C3C4C=CC(C4)C3C2=O)s1 (centres undefined),i,-22.7,11.4
S=c1[nH]c2ccccc2n2c(=S)[nH]nc12,i,-11.5,14.4
O=C(c1cc2ccccc2oc1=O)N1CCN(c2ncccn2)CC1,i,-12.1,3.6
CCOc1ccc(OCC(=O)N2CCC3(CC2)CC(=O)c2ccccc2O3)cc1,i,-19.1,22.5
CN(Cc1cccs1)C(=O)COc1cccc2c1OC(C)(C)C2,x,-14.9,1.7
O=c1c2ccccc2nc(N/N=C/c2c(O)ccc3ccccc23)n1O,i,-5.3,29.1
NNC(=O)CNC(=O)c1cccc(Br)c1,i,-24.2,33.5
CC(C)Cc1nnc(NC(=O)CCC(=O)N2CCN(C3CCCC3)CC2)s1,i,-18.5,11.0
CC(/C=C/C=C/c1ccccc1)=N\NC(=O)c1cccnc1,i,-13.1,18.8
O=C(CSc1n[nH]c(-c2ccccc2)n1)Nc1ccc(N2CCOCC2)cc1,i,-9.2,14.3
COc1ccc(C)cc1NC(=O)CCS(=O)(=O)c1ccc2c(c1)CCN2C(C)=O,i,-18.3,16.4
O=C(CSCc1nc2ccccc2[nH]1)N1CCN(c2ccc(F)cc2)CC1,i,-5.6,40.1
CN(C)C(=S)Nn1c(-c2ccccc2)nc2ccccc2c1=O,i,-11.5,11.5
CC(=O)Nc1ccc(NC(=O)c2ccc(-c3ccc([N+](=O)[O-])cc3)o2)cc1,i,14.1,21.9
C=CCn1c(-c2csc(-c3ccc(OC)c(OC)c3)n2)n[nH]c1=S,i,-9.4,31.9
Cc1[nH]nc2c1C(CC(C)C)C(C#N)=C(N)O2 (centres undefined),i,-6.7,9.0
COc1ccc(N2C(N)=NC(N)=NC2(C)C)cc1,i,-0.8,5.6
O=C(Cn1cncn1)N/N=C/c1ccc(Cl)cc1,i,-2.2,-1.1
CC1CCCN(c2nc(-c3cccnc3)nc3scc(-c4ccccc4)c23)C1 (centres undefined),i,-50.0,15.3
COc1ccc(-c2csc(Nc3ccccc3)n2)cc1,i,-33.6,21.2
C=CCOc1ccc(C(c2c(C(=O)O)[nH]c3ccccc23)c2c(C(=O)O)[nH]c3ccccc23)cc1,i,-16.5,0.5
Cc1ccc(CNC(=O)c2ccccc2NS(C)(=O)=O)cc1,i,-3.4,13.7
COc1cc(C(=O)NCC(=O)N/N=C/c2cccnc2)cc(OC)c1OC,i,-15.7,6.3
CCOC(=O)C1C(=O)N(C(=O)c2ccc(OC)cc2)CC1c1ccccc1 (centres undefined),i,-33.1,12.4
CC(C)(C)NC(=O)CSc1nnc(-c2ccccn2)n1Cc1ccccc1,i,-15.7,18.4
COc1cc(/C=N\NC(=O)CC(=O)NCCc2ccccc2)ccc1O,i,-21.8,10.8
CC(=O)Nc1sc2c(c1C(c1cccs1)N1CCOCC1)CCCC2 (centres undefined),i,-4.4,8.4
CCOc1cc(N2CCOCC2)c(OCC)cc1NC(=O)COc1ncnc2ccccc12,i,-13.0,1.5
O=C(CN1CCCN(S(=O)(=O)c2ccc(F)cc2)CC1)Nc1cccc(F)c1,i,-29.7,12.3
# Next section:
SMILES,CHT allo act,OX1R antag-1,OX1R antag-2
Nc1c(C(=O)Nc2ccc(Cl)cc2)oc2ccccc12,i,-17.0,40.1
Cc1ccc(OCC(=O)Nc2ccc3oc(=O)ccc3c2)cc1C,i,-8.0,19.7
c1csc(-c2ncc3ccccn23)c1,i,-19.8,28.9
CN(C)CCC1c2ccc(Cl)cc2CCc2cccnc21 (centres undefined) (tested in a mixture with another compound),i,-0.8,12.3
COc1ccccc1CNC(=O)CCNS(=O)(=O)c1ccc2c(c1)CC(C)N2C(C)=O (centres undefined),i,-40.0,9.5
CN(C)S(=O)(=O)c1cccc(C(=O)Nc2ccccc2Cl)c1,i,-34.2,4.9
Cc1ccc(NC(=O)CCNC(=O)c2ccc(Cl)cc2)nc1,i,-9.2,5.5
O=C(c1ccc(NS(=O)(=O)c2ccc(F)cc2)cc1)N1CCN(c2ccccc2O)CC1,i,-9.8,-2.1
COc1ccccc1C(=O)Nc1ccc2nc3n(c(=O)c2c1)CCCC3,i,35.5,94.7*
CC(C)N1CC(C(=O)Nc2cc(Cl)cc(Cl)c2)CC1=O (centres undefined),i,-8.5,0.1
Cc1nnc(SCc2ccccc2Cl)n(N)c1=O,i,-21.0,15.6
CCC1(CC)NC(=O)N(CC(=O)OCC(=O)NC(=O)c2ccccc2OC)C1=O,i,-9.9,14.2
Cc1ccc(C(=O)OCC(=O)Nc2ccccc2C(F)(F)F)cc1S(=O)(=O)N1CCOCC1,i,-15.1,13.4
C/C(=N\NC(=O)COc1cc(C)cc(C)c1)c1ccc(N2CCOCC2)cc1,i,-14.7,13.1
CC1(C)Cc2cccc(OCC(=O)OCc3nnc(-c4ccccc4)o3)c2O1,x,-21.8,3.5
C#CCOc1ccccc1C(N)=O,i,-4.7,9.1

# Bioassay records: PubChem, several laboratories
